Bim-Mcl-1 – human Bim-Mcl-1 interaction inhibition; Q07820; Bead-based flow cytometry, Bim peptide-Mcl-1 binding; inhibition, % at 10 µM; 190,000 tested, 0.1% active;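 also: 0% = no compound tracer wells and 100% = peptide blocker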
ABCG2 block – blocks JC-1 efflux by human ABCG2 transporter | IgMXP3 cells, flow cytometry | 190,000 tested, 0.1% active | inhibition, % at 6.6 µM | AID 1325;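 active = inhibition above 80%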;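 also: 0% = DMSO and 100% = nicardipine control wells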
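Measure – % inhibition of efflux relative to nicardipine and DMSO · Test system – ABCG2 IgMXP3 and barcoded ABCB1 CCRF-Adr cell mix · Control set – nicardipine as high control, DMSO as low control · Compound – one concentration, 6.6 µM final · Signal – flow cytometry of retained JC-1 fluorescence · Timing – 10 min exposure at 25 °C with rotation, no wash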
RGS4-Gao reg – modulates binding of RGS4 to human Galphao | P09471 | Multiplexed bead flow cytometry; actives lie on both sides | binding response (% of control), % at 10 µM | 220,000 tested, 0.33% active | AID 1415; in the data active = binding response below about 49% or above about 150%; inactive = in between;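 also: fluorescent Galphao activated with aluminum fluoride binding bead-coupled RGS4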
Target sequence (P09471 whole entry, looked up): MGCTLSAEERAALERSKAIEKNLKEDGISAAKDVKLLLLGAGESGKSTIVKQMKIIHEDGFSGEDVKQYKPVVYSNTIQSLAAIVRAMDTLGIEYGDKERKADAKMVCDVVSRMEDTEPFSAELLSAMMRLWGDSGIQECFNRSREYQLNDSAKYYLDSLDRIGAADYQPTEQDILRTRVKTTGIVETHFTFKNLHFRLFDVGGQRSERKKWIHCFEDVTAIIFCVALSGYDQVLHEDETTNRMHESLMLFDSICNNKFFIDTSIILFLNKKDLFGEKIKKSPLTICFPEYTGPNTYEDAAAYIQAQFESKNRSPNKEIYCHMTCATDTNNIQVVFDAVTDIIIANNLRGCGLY
Bim-Bcl-XL – inhibitors of Bim-Bcl-XL interaction, human. Q07817. Bim peptide-Bcl-XL binding, bead flow cytometry, fluorescence. inhibition, % at 10 µM. 190,000 tested, 0.04% active. AID 1007
Target sequence (Q07817 whole entry, looked up): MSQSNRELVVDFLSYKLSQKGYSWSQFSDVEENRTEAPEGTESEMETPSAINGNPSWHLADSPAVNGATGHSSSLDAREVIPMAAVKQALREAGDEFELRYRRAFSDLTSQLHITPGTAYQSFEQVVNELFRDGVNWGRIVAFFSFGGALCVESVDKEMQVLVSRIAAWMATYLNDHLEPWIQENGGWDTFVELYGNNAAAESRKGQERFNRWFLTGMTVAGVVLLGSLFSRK
Bim-Bcl-B – disrupts Bim peptide binding to human Bcl-B | Q9HD36 | bead-based flow cytometry | inhibition, % at 10 µM | 190,000 tested, 0.073% active | AID 951;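 also: 0% = tracer peptide without compound and 100% = reference inhibitor peptide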
Target sequence (Q9HD36 whole entry, looked up): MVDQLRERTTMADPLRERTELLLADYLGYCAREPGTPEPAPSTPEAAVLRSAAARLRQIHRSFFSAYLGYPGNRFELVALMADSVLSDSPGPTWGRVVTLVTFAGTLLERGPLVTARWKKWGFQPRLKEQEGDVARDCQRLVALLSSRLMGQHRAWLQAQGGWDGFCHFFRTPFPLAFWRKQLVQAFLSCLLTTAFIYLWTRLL
Bcl-W Bim block – human Bim-Bcl-W interaction inhibition. bead-based flow cytometry, Bim peptide-Bcl-W binding. inhibition, % at 10 µM. Q92843. 190,000 tested, 0.02% active;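 also: 0% = bound tracer without compound and 100% = peptide blocker; higher means less fluorescent Bim peptide bound to Bcl-W beads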
Target sequence (Q92843 whole entry, looked up): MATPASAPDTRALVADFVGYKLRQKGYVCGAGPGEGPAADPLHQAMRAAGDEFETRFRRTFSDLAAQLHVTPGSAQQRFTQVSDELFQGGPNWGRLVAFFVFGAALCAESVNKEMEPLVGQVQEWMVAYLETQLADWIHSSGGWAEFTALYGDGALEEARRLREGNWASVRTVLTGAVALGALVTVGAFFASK
RGS7-Gao – modulates binding of RGS7 to human Galphao. P09471. Multiplexed bead flow cytometry; actives lie on both sides. binding response (% of control), % at 10 µM. 220,000 tested, 0.35% active; in the data active = binding response below about 49% or above about 150%; inconclusive = no clear call, values can overlap the other calls; inactive = in between;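 also: fluorescent Galphao held in activated GDP-AlF4 state binding bead-coupled RGS7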
ABCB1 inh – human ABCB1 inhibition, ABCG2 as counter-screen. AID 1326. 190,000 tested, 0.067% active. P08183. CCRF-Adr cells, JC-1 efflux, flow cytometry. inhibition, % at 6.6 µM; in the data active = inhibition above about 40%;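 also: 0% = vehicle and 100% = reference inhibitor; higher value means more JC-1 retained so stronger ABCB1 efflux block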
RGS8-Gao reg – human RGS8-Galphao interaction regulation | response (percent of control binding), % at 10 µM | P09471 | multiplexed bead flow cytometry, RGS8-Galphao binding; actives lie on both sides | AID 1423 | 220,000 tested, 0.34% active; in the data active = response below about 60% or above about 140%; inactive = in between;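 also: Galphao activated as the GDP aluminium fluoride complex binding bead-coupled RGS8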
Bim-Bfl-1 – human Bim-Bfl-1 interaction inhibition; Q16548; Bead-based flow cytometry, Bim-Bfl-1 binding inhibition; inhibition, % at 10 µM; 190,000 tested, 0.12% active;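 also: 0% = wells without compound plus tracer and 100% = blocker peptide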
Bim-Bcl-2 – human Bim-Bcl-2 interaction inhibition. P10415. Bead-based flow cytometry, Bim peptide-Bcl-2 binding. inhibition, % at 10 µM. 190,000 tested, 0.06% active; in the data active = inhibition above about 40%; inconclusive = no clear call, values can overlap the other calls;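 also: 0% = no compound wells with probe peptide and 100% = reference peptide inhibitor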
* = called active by the depositor; ? = inconclusive; . = no result given. Rule as the data show it, unless noted: active = inhibition above about 40%.

SMILES	Bim-Mcl-1	ABCG2 block	RGS4-Gao reg	Bim-Bcl-XL	Bim-Bcl-B	Bcl-W Bim block	RGS7-Gao	ABCB1 inh	RGS8-Gao reg	Bim-Bfl-1	Bim-Bcl-2
NC(=O)C1(N2CCCCC2)CCN(C(=O)CSc2nc3ccccc3s2)CC1	-1	6	103	-3	-4	-4	102	1.3	103	-2	-6
N#Cc1c(-c2ccccc2)ccn(Cc2ccc(Cl)cc2)c1=O	-2	4	101	-1	-1	-4	111	1.0	98	0	-3
Clc1ccc2oc(-c3ccccn3)nc2c1	-4	-2	103	-2	-9	-1	106	-7.4	100	-5	-12
CCCCCCn1c(COc2ccccc2F)nnc1SCC(=O)N1c2ccccc2NC(=O)C1(C)C	-2	0	78	1	7	7	82	0.0	71	8	3
COC(=O)C1C(=O)OC(C)(C)C1C(C)C(=O)c1ccc(C)cc1C (stereo not drawn)	0	-3	100	3	-3	1	92	-1.0	99	-4	-2
O=C(c1cc2c(F)cccc2s1)N1CCCC1	0	1	99	-5	-4	0	?	0.2	100	-4	-3
CCSC(SCC)[C@H](O)[C@@H](O)[C@H](O)[C@H](O)CO	1	0	103	0	-6	1	102	0.1	105	2	3
CC(C)(C)NC(=O)NC(=O)COc1ccccc1C#N	1	6	100	-4	-9	-1	99	-3.1	109	-5	-10
COc1cccc(-n2c(SCC(=O)Nc3cc(C)on3)nc3c([nH]c4ccccc43)c2=O)c1	0	1	100	-6	-5	1	101	0.4	101	-7	-7
COc1cccc(NC(=O)c2ncn[nH]2)c1	-3	14	97	-5	-8	-1	97	0.8	97	-16	-8
O=C(Nc1nc(-c2nc3ccccc3s2)cs1)C1COc2ccccc2O1 (stereo not drawn)	-3	2	100	-7	-9	-10	102	-0.2	100	-7	-6
O=[N+]([O-])c1ccccc1CNc1ccc(F)c(Cl)c1	-3	0	103	-1	-9	-1	102	11	101	0	-3
O=P(C1=C(N2CCOCC2)/C(=C\c2ccccc2)CC1)(N1CCOCC1)N1CCOCC1	-1	-1	100	-5	-9	-1	98	0.4	97	-6	-6
COc1ccc(S(=O)(=O)CCC(=O)NCCc2ccc(S(N)(=O)=O)cc2)cc1	0	3	100	-7	-6	3	100	2.2	101	-14	-12
O=S(=O)(Nc1nc2ccccc2[nH]1)c1ccc2ccccc2c1	0	5	77	-4	-9	-3	77	1.2	90	-9	-5

Five neighbouring entries out of the list so far, quoted:
SMILES	Bim-Mcl-1	ABCG2 block	RGS4-Gao reg	Bim-Bcl-XL	Bim-Bcl-B	Bcl-W Bim block	RGS7-Gao	ABCB1 inh	RGS8-Gao reg	Bim-Bfl-1	Bim-Bcl-2
O=C(Nc1nc(-c2nc3ccccc3s2)cs1)C1COc2ccccc2O1 (stereo not drawn)	-3	2	100	-7	-9	-10	102	-0.2	100	-7	-6
O=[N+]([O-])c1ccccc1CNc1ccc(F)c(Cl)c1	-3	0	103	-1	-9	-1	102	11	101	0	-3
O=P(C1=C(N2CCOCC2)/C(=C\c2ccccc2)CC1)(N1CCOCC1)N1CCOCC1	-1	-1	100	-5	-9	-1	98	0.4	97	-6	-6
COc1ccc(S(=O)(=O)CCC(=O)NCCc2ccc(S(N)(=O)=O)cc2)cc1	0	3	100	-7	-6	3	100	2.2	101	-14	-12
O=S(=O)(Nc1nc2ccccc2[nH]1)c1ccc2ccccc2c1	0	5	77	-4	-9	-3	77	1.2	90	-9	-5

Other structures
SMILES	Bim-Mcl-1	ABCG2 block	RGS4-Gao reg	Bim-Bcl-XL	Bim-Bcl-B	Bcl-W Bim block	RGS7-Gao	ABCB1 inh	RGS8-Gao reg	Bim-Bfl-1	Bim-Bcl-2
N#C/C(=C\c1cn(Cc2cccc(F)c2)c2ccccc12)C(=O)NCc1ccco1	-5	-1	102	-6	-3	-4	100	-0.3	105	2	-3
O=c1[nH]cnc2scc(-c3ccsc3)c12	0	1	95	0	4	0	96	0.1	102	0	2
O=C(NC1CCCCC1)N(CCO)Cc1cc2cc3c(cc2[nH]c1=O)OCCO3	3	0	99	3	-2	7	99	-0.1	96	-4	-3
COCC(=O)Nc1nnc(SCC(=O)NCc2cccs2)s1	-2	2	102	-1	-3	3	106	0.5	102	-6	-1
CCc1nnc(NS(=O)(=O)c2ccc(NC(=S)NC(=O)c3ccc(F)cc3)cc2)s1	0	-5	110	-2	10	2	110	-0.1	106	6	5
O=C(CCS(=O)(=O)c1ccc(Br)cc1)NCc1cccs1	2	6	99	-3	-7	2	97	2.1	103	-17	-8
Cc1ccc(Cl)cc1NS(=O)(=O)c1c(C)[nH]c(=O)[nH]c1=O	2	9	91	-8	3	3	100	-0.1	92	4	2
CC1CCCC(C)N1C(=O)CSc1nnc(NC(=O)Cc2cccs2)s1 (stereo not drawn)	0	1	109	0	-2	-1	105	0.2	103	0	1
COc1ccc(CC2(CO)CCN(Cc3ccc(OC(F)(F)F)cc3)CC2)cc1	-5	4	95	-5	-7	-9	103	1.4	98	-9	-6
CCCCNC(=O)CNC(=O)c1cccs1	-1	0	99	-5	-1	-4	99	0.1	102	-1	-2
COc1ccc(OC)c(/C=C/C(=O)Nc2cccc(S(=O)(=O)N3CCCC3)c2)c1	0	-1	103	-3	-1	0	96	-0.4	100	-1	0
Cc1ccc(NC(=O)CN(C)C(=O)CSc2nncn2C)cc1	18	0	94	-10	-5	3	99	0.0	97	-11	-8
CCCNS(=O)(=O)c1ccc(OCC(=O)N2CCC(C(=O)OCC)CC2)cc1	0	3	99	0	0	-1	97	1.1	96	-2	0
CN=C(Nc1cccc(Cl)c1)SC1CC(=O)N(c2ccc(OC)cc2)C1=O (stereo not drawn)	0	2	114	-3	-1	-2	105	0.4	105	-3	-2
CCSc1nc2ccc(C)cc2cc1C#N	-6	2	91	-4	-3	-6	83	0.2	91	1	-3
CCC(C(=O)Nc1nccs1)(C(F)(F)F)C(F)(F)F	0	0	101	0	0	2	100	0.0	104	-2	1
O=C(c1cn(-c2ccccc2)nc1-c1cccs1)N1CCN(c2ccc(F)cc2)CC1	-4	0	99	-3	-1	0	98	0.2	98	0	-5
COc1ccc(C2CC(=O)C(C=NCCN3CCOCC3)=C(O)C2)cc1 (stereo not drawn)	3	1	105	1	0	2	101	0.5	101	-1	0
Cc1nc(NC(=O)COc2ccccc2)sc1C(=O)Nc1ccccc1	0	-8	103	-5	-11	1	104	-4.3	101	-10	-11
NC(=O)C[n+]1cccc(CNC(=O)c2ccc(OC(F)F)cc2)c1	0	0	100	-1	-4	-1	98	0.2	99	-5	0
CSc1ccc(OC2CCCCC2NS(=O)(=O)c2ccc(Cl)cc2)cc1 (stereo not drawn)	-3	1	103	-9	-7	-8	103	0.5	104	-11	-8
Cc1cc(C(F)(F)F)nc(SCCN2CCOCC2)c1C#N	-2	2	102	-3	-7	-1	102	0.8	100	-2	2
O=C(/C=C/c1ccccc1)NCCOc1ccccc1	-5	2	96	-8	-5	-4	96	0.1	100	-8	-5
CCC(CO)NCC(O)COCc1ccc2c(c1)OCO2 (stereo not drawn)	2	2	101	2	0	1	99	0.2	100	-2	-4
CCOC(=O)c1ccc(NC(=S)N2CCCC(C(=O)OCC)C2)cc1 (stereo not drawn)	0	9	98	-2	-14	0	92	0.1	100	-2	-2
O=C(c1cc(COc2ccc(F)cc2F)on1)N1CCCC(c2ccccc2)C1 (stereo not drawn)	-1	9	101	0	-2	-4	100	2.6	103	-5	-2
O=CN1CCCN(Cc2nc(-c3cccc(Cl)c3)no2)CC1	-6	1	99	0	0	-4	100	0.5	99	1	-1
O=C(Nc1ccc2c(c1)OCCO2)C1CCN(S(=O)(=O)c2ccc(Br)s2)CC1	-4	6	100	-5	-7	-3	99	0.6	97	-1	-3
Cc1oc2cc(O)ccc2c(=O)c1-c1cnn(-c2ccccc2)c1	-1	2	98	0	0	0	101	0.4	99	0	1
N#CC(C#N)C(c1ccsc1)c1c(-c2ccccc2)[nH][nH]c1=O (stereo not drawn)	0	-1	97	-4	-5	2	95	-0.2	97	-14	-4
CC(C)OC(=O)CSc1nnc(Cc2ccccc2)n1C	1	4	95	-5	-7	2	97	0.5	98	-10	-6
COc1ccc2cc(CCNC(=O)CC(C)(C)C)c(=O)[nH]c2c1	0	2	.	-3	-3	-4	.	0.4	.	0	2
CN(c1ccccc1)c1cc(=O)[nH]c(=O)[nH]1	-6	1	101	-7	-8	-6	100	0.0	102	-2	-6
CCOC(=O)C1=NNC2C(=O)N(CC)C(=O)C12 (stereo not drawn)	0	0	95	4	-1	2	97	-0.1	100	-8	-5
COC(=O)c1cn(NC(=O)c2cc(OC)cc(OC)c2)c(=O)c2ccccc12	-1	1	99	0	0	-1	98	0.2	100	0	-1
COc1cc(-c2nc3cnccn3c2Nc2ccc3c(c2)OCCO3)ccc1O	-1	1	95	-2	0	-2	95	0.3	100	-2	0
CC1Cc2nc(SCC(=O)c3ccccc3)n(Cc3ccccc3)c(=O)c2S1 (stereo not drawn)	1	9	100	-2	-8	-2	97	6.6	101	-9	-9
CCOC(=O)c1c(NC(=O)COC(=O)c2cc(OC)c(OC)cc2[N+](=O)[O-])sc(C)c1C	-3	6	103	-8	-7	-8	104	1.5	104	-13	-9
Cc1cccc(N2CCc3c2nc2ccc(Br)cc2c3N)c1	0	0	99	0	1	0	95	-0.3	95	10	-9
CCc1sc(C(=O)Nc2cccc(C(C)=O)c2)cc1C	14	4	105	18	12	14	102	0.8	106	10	6
C1CC1Cc1noc(CN2CCN(C3C4CC5CC(C4)CC3C5)CC2)n1 (stereo not drawn)	0	1	104	-1	-4	-3	101	0.4	107	-3	-3
O=C1c2ccccc2COc2ccc(O)cc21	0	2	99	-1	2	1	100	0.1	97	1	2
CCCN(CCC)C(=O)CP(=O)(c1ccccc1)c1ccccc1	1	0	99	-2	0	1	100	0.2	101	0	-2
CN(C)C(C(=O)Nc1cc(Cl)cc(Cl)c1)c1ccccc1 (stereo not drawn)	-4	4	102	-5	-3	-1	97	0.6	103	-4	-2
CCOC(=O)c1sc(NC(=O)c2sccc2C)cc1C	0	6	111	-6	-1	0	112	0.9	105	0	-1
CCN1CCN(Cc2coc3ccc(C)cc3c2=O)CC1	-2	0	97	-6	-2	-2	96	0.8	98	0	-8
Cc1nc2cccc(C(=O)Oc3ccc([N+](=O)[O-])cc3)c2o1	1	9	95	10	-3	0	108	0.4	95	0	0
CCOC(=O)C1=C(C)NC(C)=C(C(=O)OCC)C1/C=C/c1ccccc1OC	-2	12	102	-3	-3	-3	101	3.4	101	-3	-7
CCc1nnc(NC(=O)Cc2ccc(OC)c(OC)c2)s1	1	16	101	1	0	0	106	1.1	102	-4	2
CO/N=C(\c1nonc1N)N1CCN(c2ccc([N+](=O)[O-])cc2Cl)CC1	0	5	96	0	-1	-3	96	-1.9	98	-3	1
CC1(C)Oc2ccc3ccc(=O)oc3c2-c2cn[nH]c21	0	2	91	-10	-10	1	94	-0.1	98	-11	-8
CCN(CC)c1ccc(N=Nc2ncn[nH]2)cc1	0	1	103	-3	-1	0	100	-0.1	105	-8	-2
O=C1CN(C(=O)CSc2nnc(-c3ccccc3)n2Cc2ccc3c(c2)OCO3)c2ccccc2N1	1	1	97	0	-3	1	101	-0.2	99	0	-2
O=C(CSc1ncccn1)N/N=C/c1ccccc1[N+](=O)[O-]	0	3	101	-3	-1	0	99	0.9	103	-4	0
